Autophagy HCS = modulators of autophagy; calls only at 10 µM (by protocol); MEF GFP-LC3 puncta imaging; test concentration mostly 10 µM; AID 463193; 190,000 compounds, 0.98% hits;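 active means percentage of spot-positive cells more than 3 SD above its plate mean, without a fluorescence outlier flag or 80% toxicity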;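 further: spot-positive cell cutoff set from DMSO-treated cells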
bCat nuc transl = beta-catenin nuclear translocation modulation; nuclear translocation activity, % at 5 µM; 190,000 compounds, 0.3% hits; HeLa beta-catenin nuclear translocation, immunofluorescence imaging;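 active means nuclear translocation activity above 50% at 5 µM, with a well cell count of 50 or more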;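 further: per-cell ratio of nuclear to cytoplasmic median beta-catenin stain intensity; plate controls were DMSO negative control for no effect and GSK-3 inhibitor IX positive control for full effect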
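Read-out: Nuclear/cytoplasmic beta-catenin signal ratio, % activation | Assay system: Human HeLa cell line | Times: 24 h compound exposure at 37°C, 5% CO2 | Signal: Fluorescence imaging of beta-catenin antibody stain plus DAPI | Dosing: 5 µM primary, 0.02–20 µM confirmation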
Ins promoter up = MIN6 insulin promoter up-regulation; MIN6 insulin promoter-GFP reporter, high-content imaging; stronger effect = higher value; z-score at 5 µM; 190,000 compounds, 0.3% hits;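 active means z-score above 3 at 5 µM with at least 500 cells counted in the well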
Salmonella PhoP GFP = inhibitors of PhoP regulon expression, primary screen, Salmonella Typhimurium, GFP reporter (AID 1863) | S. Typhimurium PhoP-regulated promoter GFP reporter, 4 h; higher % means a stronger effect | inhibition, % at 50 µM, or IC50 in µM where a hit was titrated | 300,000 compounds, 0.16% hits;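 active means inhibition over 29.93%, a cutoff 3 SD above the screen mean, later confirmed by dose response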;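 further: 0% = low Mg2+ inducing control and 100% = high Mg2+ repressing control; strong numbers were not always called active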
Lipid droplet = modulators of hepatic lipid droplet formation; inhibition, % at 6.5 µM; AML12 mouse hepatocytes, oleate lipid droplets, BODIPY imaging; 240,000 compounds, 0.4% hits;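 active means lipid droplet intensity inhibited by at least 50%, with more than 500 cells counted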
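material = mouse AML12 hepatocyte cell line, fixed after treatment | also added = 100 µM oleic acid challenge | doses = compound at 6.5 µM only | schedule = overnight exposure | technique = Image-based BODIPY and DAPI two-channel analysis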
MT stabilize HCS = microtubule stabilization, imaging screen; 200,000 compounds, 0.83% hits; HeLa tubulin immunostaining HCS, 24 h; share of cells brighter than vehicle mean+2SD; AID 2205; % tubulin-high responders, % at 10 µM;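 active means plate Z-score above 3 for both tubulin-high and condensed-nucleus cell shares, with cell loss under 80%, at 10 µM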;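 further: anti alpha tubulin signal scored within the nucleus-defined area of each cell; some results filed as inactive read as strong as hits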
T cell HTS = modulates CD8 T cell binding to vesicles. 2C CD8+ T cell-vesicle binding, flow cytometry; stronger effect = lower value. calls only at 7 µM. 330,000 compounds, 0.068% hits. AID 2052;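 active means response, share of CD8 T cells binding vesicles, and their 90th percentile fluorescence all below set limits, cut at about 80% in these data, passing the limit was not always enough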
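Incubation: binding step 1.5 h, 37 °C, antibody labelling 20 min, ice; system: murine 2C transgenic CD8+ T lymphocytes; technique: cytometric PE anti-B7-1 and Alexa647 anti-CD8 signals after 1% paraformaldehyde fixation; also added: QL9-charged Drosophila Ld/ICAM-1/B7-1 vesicles; control set: naked versus QL9-loaded vesicles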
Dynein transport = blocks dynein driven cargo transport along microtubules. 3617.4 mouse cells, GR-EGFP nuclear translocation imaging; test concentration mostly 20 µM; stimulated with dexamethasone, 1 µM; stronger effect = lower value. z-score, hits read low. 220,000 compounds, 0.47% hits. AID 1381;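 active means plate z-score of nuclear minus cytoplasmic receptor signal below a set negative limit, without overly bright fluorescence or cell loss, cut at about -3.5 in these data, passing the limit was not always enough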;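 further: z-score of nuclear minus cytoplasmic ring GR-EGFP intensity difference per well; some compounds called inactive have numbers as strong as hits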
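Also added – dexamethasone, 1.0 µM final · Buffer or medium – tet-free, stripped-serum medium · Schedule – induction 48 h, compound 1 h, agonist 30 min · Detection – formaldehyde fixation, Hoechst nuclear stain, 10x automated fluorescence imaging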
ER stress rescue = rescue of cells from ER stress-induced death, primary screen, 384-well, CSM14.1, thapsigargin, ATP luminescence (AID 1222); CSM14.1 thapsigargin-induced death rescue, ATP luminescence; higher % means a stronger effect; one-dose cellular ATP content (survival), % at 20 µM; EC50 in µM for titrated hits; 190,000 tested, under 10 active;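 active means EC50 below 50 µM in the dose-response confirmation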;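 further: death triggered by thapsigargin at about 15 µM added after 2 h compound pretreatment; cell ATP read after overnight thapsigargin exposure of roughly 18 to 22 hours; normalized against plate controls of thapsigargin alone and 5% DMSO vehicle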
Dynein transport cytoplasmic EGFP = recorded beside Dynein transport, whose call it bears; z-score; measured here: cytoplasmic GR-EGFP intensity; stronger effect = higher value
Dynein transport nuclear GR-EGFP = recorded beside Dynein transport, whose call it bears; z-score; measured here: nuclear GR-EGFP intensity;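 lower value marks the stronger effect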
Dynein transport cell count = further read-out of Dynein transport, marked with its call; z-score; measured here: cell count per field
Ins promoter up cell count = further read-out of Ins promoter up, marked with its call; cell count; measured here: cytotoxicity, nuclei count;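 total cells summed across four imaged fields per well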
Lipid droplet cells 6.5 µM = also measured in Lipid droplet; calls as there; cell count; measured here: cell count, cytotoxicity flag;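 cells counted across two imaged fields per well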
bCat nuc transl cell count 5 µM = also measured in bCat nuc transl; calls as there; cell count; measured here: cell count, cytotoxicity flag
T cell HTS vesicle-bound % = further read-out of T cell HTS, marked with its call; double positive events, %; measured here: CD8+ vesicle-bound cell fraction;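 binding gate set so that unloaded-vesicle control wells show 10% double positive cells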
MT stabilize HCS Hoechst-high % = recorded beside MT stabilize HCS, whose call it bears; % Hoechst-high responders; measured here: nuclear condensation Hoechst responders;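 share of cells brighter than vehicle mean plus two SD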
MT stabilize HCS cytotoxicity % = second read-out of MT stabilize HCS, no call of its own (marks repeat the call); toxicity, %; measured here: cytotoxicity by cell density;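 0% = mean cell density of plate MIN control wells and 100% = no cells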
Autophagy HCS cell loss 18 h = further read-out of Autophagy HCS, marked with its call; toxicity, %; measured here: cell loss, nuclei count;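 cell loss after 18 h compound exposure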
* = called active by the depositor.

What do the screens show for `CC(=O)N1CC23C=CC(CC2CC12CCCCCC2)O3` (stereo unspecified)?
Autophagy HCS: inactive; bCat nuc transl: 1.8; Ins promoter up: -0.68; Salmonella PhoP GFP: -7.0%; Lipid droplet: -2.7; MT stabilize HCS: 2.3; T cell HTS: inactive; Dynein transport: 3.35; ER stress rescue: -1.0%; Dynein transport cytoplasmic EGFP: -0.21; Dynein transport nuclear GR-EGFP: 1.14; Dynein transport cell count: -1.04; Ins promoter up cell count: 1206; Lipid droplet cells 6.5 µM: 746; bCat nuc transl cell count 5 µM: 1107; T cell HTS vesicle-bound %: 60.7; MT stabilize HCS Hoechst-high %: 3.0; MT stabilize HCS cytotoxicity %: 3.9; Autophagy HCS cell loss 18 h: 2.3

How did Cn1c(CCCOc2ccc(Cl)cc2Cl)nnc1SCC(=O)Nc1ccc(F)c(Cl)c1 do in these assays?
Autophagy HCS: inactive; bCat nuc transl: -2.8; Ins promoter up: 0.03; Salmonella PhoP GFP: -2.3%; Lipid droplet: -14.5; MT stabilize HCS: 4.0; T cell HTS: inactive; Dynein transport: -0.713; ER stress rescue: -0.5%; Dynein transport cytoplasmic EGFP: -0.238; Dynein transport nuclear GR-EGFP: -0.615; Dynein transport cell count: 0.876; Ins promoter up cell count: 1367; Lipid droplet cells 6.5 µM: 659; bCat nuc transl cell count 5 µM: 1197; T cell HTS vesicle-bound %: 46.4; MT stabilize HCS Hoechst-high %: 2.8; MT stabilize HCS cytotoxicity %: 2.0; Autophagy HCS cell loss 18 h: -1.6

What do the screens show for `Cc1ccc2c(C(=O)N3CCN(c4ccccc4)CC3)cc(-c3cccnc3)nc2c1C`?
Autophagy HCS: inactive; bCat nuc transl: 0.9; Ins promoter up: 0.68; Salmonella PhoP GFP: -1.7%; MT stabilize HCS: 4.0; T cell HTS: inactive; Dynein transport: 1.07; ER stress rescue: inactive; Dynein transport cytoplasmic EGFP: -0.16; Dynein transport nuclear GR-EGFP: 1.27; Dynein transport cell count: -1.3; Ins promoter up cell count: 1316; bCat nuc transl cell count 5 µM: 1492; T cell HTS vesicle-bound %: 9.4; MT stabilize HCS Hoechst-high %: 2.0; MT stabilize HCS cytotoxicity %: 12.5; Autophagy HCS cell loss 18 h: 10.5

How did CC(C)=CCCC1=CCC(/C(C)=N/NC(N)=O)CC1 (stereo unspecified) do in these assays?
Autophagy HCS: inactive; bCat nuc transl: -0.2; Ins promoter up: 1.46; Salmonella PhoP GFP: -6.8%; MT stabilize HCS: 0.8; T cell HTS: inactive; Dynein transport: -0.256; ER stress rescue: -0.9%; Dynein transport cytoplasmic EGFP: 0.483; Dynein transport nuclear GR-EGFP: 0.0917; Dynein transport cell count: -0.448; Ins promoter up cell count: 1379; bCat nuc transl cell count 5 µM: 1464; T cell HTS vesicle-bound %: 12.2; MT stabilize HCS Hoechst-high %: 1.5; MT stabilize HCS cytotoxicity %: 4.0; Autophagy HCS cell loss 18 h: 4.8

What do the screens show for `CC(=O)c1c(C(C)=O)c(C)n(-c2ccc(O)cc2)c1C`?
Autophagy HCS: inactive; bCat nuc transl: 3.3; Ins promoter up: 1.04; Salmonella PhoP GFP: 5.3%; Lipid droplet: 14.2; MT stabilize HCS: 1.4; T cell HTS: inactive; Dynein transport: -0.0382; ER stress rescue: -1.4%; Dynein transport cytoplasmic EGFP: -0.263; Dynein transport nuclear GR-EGFP: 0.215; Dynein transport cell count: 0.617; Ins promoter up cell count: 955; Lipid droplet cells 6.5 µM: 787; bCat nuc transl cell count 5 µM: 1172; T cell HTS vesicle-bound %: 48.7; MT stabilize HCS Hoechst-high %: 1.1; MT stabilize HCS cytotoxicity %: 4.9; Autophagy HCS cell loss 18 h: -1.2

What do the screens show for `CCc1cccc(NC(=O)c2cc(OC)c(OC)c(OC)c2)c1`?
Autophagy HCS: inactive; bCat nuc transl: -4.3; Ins promoter up: -0.41; Salmonella PhoP GFP: -10.5%; Lipid droplet: 2.3; MT stabilize HCS: 2.3; T cell HTS: inactive; Dynein transport: -0.0842; ER stress rescue: 0.3%; Dynein transport cytoplasmic EGFP: -0.291; Dynein transport nuclear GR-EGFP: -0.0283; Dynein transport cell count: 0.228; Ins promoter up cell count: 1479; Lipid droplet cells 6.5 µM: 654; bCat nuc transl cell count 5 µM: 985; T cell HTS vesicle-bound %: 57.3; MT stabilize HCS Hoechst-high %: 2.8; MT stabilize HCS cytotoxicity %: 6.0; Autophagy HCS cell loss 18 h: -3.6

How did O=c1[nH]c2cc(S(=O)(=O)CCO)ccc2o1 do in these assays?
bCat nuc transl: -0.4; Ins promoter up: -0.4; Salmonella PhoP GFP: -8.0%; Lipid droplet: -3.7; T cell HTS: inactive; Dynein transport: -0.63; Dynein transport cytoplasmic EGFP: -0.258; Dynein transport nuclear GR-EGFP: -0.309; Dynein transport cell count: -0.0954; Ins promoter up cell count: 1448; Lipid droplet cells 6.5 µM: 704; bCat nuc transl cell count 5 µM: 1307; T cell HTS vesicle-bound %: 25.5

What do the screens show for `O=C(Nc1ccc(Cl)c(Cl)c1)Nc1ccccc1C(=O)O`?
Autophagy HCS: inactive; bCat nuc transl: -1.0; Ins promoter up: -0.34; Salmonella PhoP GFP: 5.0%; Lipid droplet: 0.0; MT stabilize HCS: 1.4; T cell HTS: inactive; Dynein transport: -0.458; ER stress rescue: 0.3%; Dynein transport cytoplasmic EGFP: -0.284; Dynein transport nuclear GR-EGFP: -0.236; Dynein transport cell count: 1.04; Ins promoter up cell count: 1496; Lipid droplet cells 6.5 µM: 718; bCat nuc transl cell count 5 µM: 1501; T cell HTS vesicle-bound %: 54.0; MT stabilize HCS Hoechst-high %: 1.2; MT stabilize HCS cytotoxicity %: 5.7; Autophagy HCS cell loss 18 h: 8.5

Results for CCc1nnc(SCC(=O)Nc2ccc3c(c2)OCO3)o1 ?
Autophagy HCS: inactive; bCat nuc transl: -0.6; Ins promoter up: -0.76; Salmonella PhoP GFP: -4.2%; Lipid droplet: 6.5; MT stabilize HCS: 2.1; T cell HTS: inactive; Dynein transport: 1.64; ER stress rescue: -3.3%; Dynein transport cytoplasmic EGFP: -0.19; Dynein transport nuclear GR-EGFP: 1.03; Dynein transport cell count: 0.000664; Ins promoter up cell count: 968; Lipid droplet cells 6.5 µM: 742; bCat nuc transl cell count 5 µM: 1118; T cell HTS vesicle-bound %: 26.6; MT stabilize HCS Hoechst-high %: 1.5; MT stabilize HCS cytotoxicity %: 14.5; Autophagy HCS cell loss 18 h: 5.4

What do the screens show for `O=C(Cn1cnc2cc([N+](=O)[O-])ccc2c1=O)Nc1ccc2c(c1)OCO2`?
Autophagy HCS: inactive; bCat nuc transl: 1.5; Ins promoter up: 0.49; Salmonella PhoP GFP: 2.5%; Lipid droplet: 0.5; MT stabilize HCS: 2.7; T cell HTS: inactive; Dynein transport: -0.758; ER stress rescue: -0.4%; Dynein transport cytoplasmic EGFP: -0.193; Dynein transport nuclear GR-EGFP: -0.262; Dynein transport cell count: 0.841; Ins promoter up cell count: 1469; Lipid droplet cells 6.5 µM: 699; bCat nuc transl cell count 5 µM: 1484; T cell HTS vesicle-bound %: 57.0; MT stabilize HCS Hoechst-high %: 1.9; MT stabilize HCS cytotoxicity %: 7.0; Autophagy HCS cell loss 18 h: -23.8

What do the screens show for `CC1CCC2(CC1)NC(=O)N(CC(=O)NCc1cccs1)C2=O` (stereo unspecified)?
Autophagy HCS: inactive; bCat nuc transl: -1.7; Ins promoter up: -0.19; Salmonella PhoP GFP: -2.5%; Lipid droplet: 10.6; MT stabilize HCS: 1.2; T cell HTS: inactive; Dynein transport: -0.19; ER stress rescue: 0.5%; Dynein transport cytoplasmic EGFP: -0.244; Dynein transport nuclear GR-EGFP: -0.0855; Dynein transport cell count: 0.737; Ins promoter up cell count: 1491; Lipid droplet cells 6.5 µM: 697; bCat nuc transl cell count 5 µM: 1061; T cell HTS vesicle-bound %: 17.6; MT stabilize HCS Hoechst-high %: 2.0; MT stabilize HCS cytotoxicity %: 1.0; Autophagy HCS cell loss 18 h: 15.0

Results for Cc1sc(NC(=O)CCl)c(C(=O)c2ccccc2)c1C ?
Autophagy HCS: inactive; bCat nuc transl: -3.1; Ins promoter up: 0.28; Salmonella PhoP GFP: -0.5%; Lipid droplet: -0.9; MT stabilize HCS: 2.1; T cell HTS: inactive; Dynein transport: -3.75*; ER stress rescue: 0.6%; Dynein transport cytoplasmic EGFP: 0.918*; Dynein transport nuclear GR-EGFP: -1.54*; Dynein transport cell count: -1.68*; Ins promoter up cell count: 1791; Lipid droplet cells 6.5 µM: 663; bCat nuc transl cell count 5 µM: 1228; T cell HTS vesicle-bound %: 70.6; MT stabilize HCS Hoechst-high %: 1.1; MT stabilize HCS cytotoxicity %: 2.2; Autophagy HCS cell loss 18 h: 1.4
